Pf Dd2 inh: qHTS Primary assay for Inhibitors of Plasmodium falciparum Dd2 growth in vitro | P. falciparum Dd2 growth, SYBR Green, 72 h | Potency, µM (series often up to 28.9 µM), for the others: at the highest dose activity, negative = inhibition, most hits filed as inhibitors | 120,000 tested, 4.3% active; active = well fitted inhibition curve with a large enough effect; inconclusive = small, poorly fitted or top-dose-only effect; inactive = no such curve, though single readings can be large or run the other way;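 note: plate controls were DMSO vehicle for no effect and reference drug for full effect; nearly all actives have a fitted effect of over 65% in size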
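Readout: SYBR Green fluorescence, 485 nm excitation, 535 nm emission, after ~16 h lysis at 37C. Before that, Dd2-infected red cells (2.5% hematocrit) grew 72 h with compound, 29 uM top final concentration.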
* hit, by the source's call; i = inactive; u = inconclusive; [ ] = dose if it differs, or a comment. Potency is the fitted concentration of half-maximal effect. An excerpt (hit frequency here may not be typical).

The first seven compounds, to show the layout:
Molecule | Pf Dd2 inh
COC(=O)c1c(-c2cccs2)csc1NC(=O)c1ccc(Cl)cc1 | u
O=C(Cn1c(=O)c2ccccc2n2nncc12)Nc1cccc(F)c1 | 16%
CCc1nncn1C1CCN(S(=O)(=O)c2ccc(OC)c(OC)c2)CC1 | -17%
COc1ccccc1NC(=O)Cn1c(=O)c(-c2noc(C)n2)c2n(c1=O)CCCCC2 | -16%
CCC(=O)N1CCCN(CCN(C)C)c2ccccc21 | -9%
Cc1ccc(NC(=O)CCc2nnc3n(CC(C)C)c(=O)c4ccccc4n23)cc1C | -18%
O=C1CCN(S(=O)(=O)c2ccccc2)CCCN(Cc2cccc(OC(F)(F)F)c2)CCN1 | u

All compounds of this part (from the top)
Molecule | Pf Dd2 inh
COC(=O)c1c(-c2cccs2)csc1NC(=O)c1ccc(Cl)cc1 | u
O=C(Cn1c(=O)c2ccccc2n2nncc12)Nc1cccc(F)c1 | 16%
CCc1nncn1C1CCN(S(=O)(=O)c2ccc(OC)c(OC)c2)CC1 | -17%
COc1ccccc1NC(=O)Cn1c(=O)c(-c2noc(C)n2)c2n(c1=O)CCCCC2 | -16%
CCC(=O)N1CCCN(CCN(C)C)c2ccccc21 | -9%
Cc1ccc(NC(=O)CCc2nnc3n(CC(C)C)c(=O)c4ccccc4n23)cc1C | -18%
O=C1CCN(S(=O)(=O)c2ccccc2)CCCN(Cc2cccc(OC(F)(F)F)c2)CCN1 | u
COCCCn1c(=N)c(C(=O)NC2CCCC2)cc2c(=O)n3cccc(C)c3nc21 | u
O=C(C1CCCO1)N1CCN(Cc2ccc(=O)n(CC3CC3)c2)CC1 (stereo not given) | 14%
C=Cc1ccc(Cn2c(=O)n(-c3cccc(Cl)c3)c(=O)c3c4c(sc32)CN(C(C)=O)CC4)cc1 | u
CC(C)N1C(=O)[C@@H]2[C@@H](CCN2C(=O)CCCC(=O)O)N(Cc2cccc(F)c2)C1=O | -10%[44.1 µM]
c1cc2nnc(C3CCC3)n2nc1NCC1CCCO1 (stereo not given) | -13%
COc1ccccc1CNC(=O)CCn1c(=O)c2ccccc2n(CC(=O)Nc2cccc(Cl)c2)c1=O | -26%
CCN(CC)C(=O)C(NC(=O)c1ccc(F)cc1)C1CCN(C(=O)C(C)C)CC1 (stereo not given) | i
Cc1ccc(-c2nc(C)c(CCNC(=O)C(=O)Nc3ccc4c(c3)OCO4)s2)cc1 | 18%
CC(C)N1C[C@H](O)C[C@H]1c1nnc2n1CCN(C(=O)Cc1c[nH]c3ccccc13)CC2 | -17%
CCCCNc1nc(Oc2ccc(=O)[nH]n2)nc(N(C)C)n1 | 16%
N#Cc1nc(-c2ccc(COc3ccccc3)o2)oc1NCc1cccnc1 | u
CS(=O)(=O)N1C[C@H]2CCN(C(=O)Cc3ccccc3Cl)C[C@H]21 | -1%
CCN(CC)S(=O)(=O)c1ccc2oc(C(=O)Nc3ccc(Br)cc3F)c(C)c2c1 | 1%
COc1ccccc1N1CCN(c2ccc(-c3nc(-c4ccccc4C)no3)cc2[N+](=O)[O-])CC1 | 17%
CC[C@H]1CN(C(C)=O)CC[C@H]1CC(=O)NC(C)C | 25%[44.1 µM]
Cc1ccc(NC(=O)c2cnc(SCC(=O)N3CCOCC3)n(C)c2=O)cc1C | i
Cc1nnc2n1C(C)CN(C(=O)COc1ccc(-n3cnnn3)cc1)C2 (stereo not given) | -1%
CN(C)C[C@@H]1CN(Cc2ccccn2)C[C@H]1NC(=O)c1cc(C2CC2)[nH]n1 | 71%[activator]
O=C(c1ccccc1F)N1C[C@@H](CO)[C@H](c2nc(C3CC3)no2)C1 | 13%
Cc1ccc(C2Cn3nnc(C(=O)N4CCC(C(=O)NCCc5cccs5)CC4)c3CO2)cc1 (stereo not given) | 3%
CC(C)c1ncc(C(=O)N2CC[C@H](N3CCN(C)CC3)[C@H](CCCO)C2)cn1 | 7%
O=C(NC1CCCCC1)N[C@H]1C[C@H]2C(=O)N3CCC[C@@H]3C(=O)N2C1 | -9%[44.1 µM]
CCc1nc2nccc(-c3ccc(Br)cc3)n2n1 | -14%

Look-ups from above.
Under Pf Dd2 inh, CC(C)c1ncc(C(=O)N2CC[C@H](N3CCN(C)CC3)[C@H](CCCO)C2)cn1 has 7%
Under Pf Dd2 inh, Cc1nnc2n1C(C)CN(C(=O)COc1ccc(-n3cnnn3)cc1)C2 (stereo not given) has -1%
Under Pf Dd2 inh, Cc1ccc(C2Cn3nnc(C(=O)N4CCC(C(=O)NCCc5cccs5)CC4)c3CO2)cc1 (stereo not given) has 3%
Under Pf Dd2 inh, COc1ccccc1N1CCN(c2ccc(-c3nc(-c4ccccc4C)no3)cc2[N+](=O)[O-])CC1 has 17%

Going on with the list:
Molecule | Pf Dd2 inh
CCN1CCN(CCCNC(=O)CC2CCN(c3ccnc(NC)n3)CC2)CC1 | u
COc1ccc(CN2C(=O)COC[C@H]2C(=O)NCc2ccccc2F)cc1OC | 13%
COc1cccc(-c2cn3c(n2)sc2cc(C(=O)NC4CCCCC4)ccc23)c1 | -12%
O=C(c1ccc2c(c1)OCO2)N1CCC(n2cc(-c3nc(-c4ccccc4)no3)nn2)C1 (stereo not given) | u
COCCN1CCCCCC(O)c2cc(C(=O)NCc3nc4ccccc4n3C)ccc21 (stereo not given) | -16%
CC(=O)N[C@@H]1CN(Cc2ccc(F)c(Br)c2)C[C@H]1CO | -26%
CC(=O)N1CC(=O)Nc2ccc(F)cc2C1c1ccccc1 (stereo not given) | 20%
COc1ccc(C(=O)N2CC3(C2)NC(=O)c2ccccc2O3)cc1 | i
COCc1cc(C)nc2sc3c(=O)n(-c4ccccc4C(F)(F)F)nnc3c12 | 2%
Cc1cnc(C2CCNC2)n1Cc1ccccc1 (stereo not given) | 6%
Cc1oc2c(c1C(=O)N(C)C)CN(Cc1ccc(Br)o1)CC2 | u
CCC(=O)N1CC(C(=O)Nc2ccccn2)C2(CCOCC2)C1 (stereo not given) | 9%
Cc1csc2nc(COc3ccc(NC(=O)c4ccccc4F)cc3)cc(=O)n12 | u
O=C(C1CCOC1)N1CCC2(CC1)NCCc1c2[nH]c2ccccc12 (stereo not given) | -23%
CN(C1CCOCC1)C1CCN(C(=O)c2cccnc2)CC1 | i
CS(=O)(=O)N1CCC(NC(=O)c2c(O)cccc2O)CC1 | 3%
CC(=O)Nc1ccc(CC(=O)N2CCCC(Cc3nncn3CC3CC3)C2)cc1 (stereo not given) | -24%
CCOc1ccc(OCC)c(NC(=O)C2CCN(c3cnccn3)CC2)c1 | u
Cc1cccc(OCCc2noc(C3CCN(C(=O)c4cn[nH]c4)C3)n2)c1 (stereo not given) | -16%
COc1ccc(CNCC2(CO)C[C@@H](O)[C@@H](O)C2)cc1 (stereo not given in full) | 14%[44.1 µM]
CCn1c(=O)c2ccnn2c2ccc(C(=O)N3CCN(c4ccccc4)CC3)cc21 | i
O=C(NCc1cccs1)c1cc(-c2cccc(C(F)(F)F)c2)c2nncn2n1 | 2µM*
COC[C@H](C)NC(=O)c1cccc(S(=O)(=O)N(C)Cc2cnccn2)c1 | 5%
Cc1cc(C)c2c(N3CCCC(OCc4cccnc4)C3)ncnc2n1 (stereo not given) | -12%
COc1ccc(C(NC(=O)Cn2cccnc2=O)C2CC(O)C2)cn1 (stereo not given) | 0%
CN(C)C(=O)C1CN(C(=O)Nc2cccc(Cl)c2)CC12CCOCC2 (stereo not given) | -8%
O=C(C1CCOCC1)N1CCCC2(COc3ccccc3[S+](=O)([O-])N2)C1 (stereo not given) | i
COc1ccc(CNC(=O)C2Cn3cccc3C(=O)N2Cc2ccccc2)cc1OC (stereo not given) | i
Cc1ccc2nc(-c3ccc(Cl)c(NC(=O)c4ccc(Br)o4)c3)oc2c1 | 25%
O=c1n(Cc2ccc(F)cc2)c2ccccc2c2nc(-c3ccccc3)nn12 | u
COC(=O)C1=CN(CC(=O)NCCCc2ccccc2)S(=O)(=O)N=C1C | -3%
Cc1cc(C)c2nc(NC(=O)c3ccc(S(=O)(=O)N4CCCC4)cc3)sc2c1 | 8%
COc1cccc(NC(=O)Nc2cc(-c3cn4cccnc4n3)ccc2C)c1 | i
COc1ccccc1N1CCN(S(=O)(=O)c2c(C)nc3sccn3c2=O)CC1 | 7%
O=C(c1ccc(F)cc1F)N1CCN(c2cc(-c3cccs3)[nH]n2)CC1 | i
COc1ccc(CNC(=O)N2CCCCCNC(=O)[C@@H]3CCCC[C@@H]32)cc1 | -16%
COc1ccc(NC(=O)CSc2nnc(-c3cccs3)o2)cc1 | -14%
COCCn1ncc(N2CCCC(CC(=O)NCc3cccs3)C2)cc1=O (stereo not given) | 15%
CCc1ccc(NC(=O)C(=O)NCCc2sc(-c3ccc(C)cc3)nc2C)cc1 | 21%
Cc1c(CNC2CCCCC2)c(C(=O)O)c(C)n1Cc1c(F)cccc1Cl | -11%
O=C([C@@H]1C[C@H](F)CN1C(=O)Nc1cccc(F)c1)N1CCOCC1 | -5%
O=c1cc(N2CCOCC2)oc2c(-c3cncnc3)nccc12 | -9%[44.1 µM]
O=C(CCSCc1ccccc1F)N1CCN(c2ccc(Cl)cc2)CC1 | i
Cc1cccc(CNC(=O)c2oc3c(c2C)-c2nn(Cc4cccc(Cl)c4)cc2CC3)c1 | -5%
O=C(COc1ccc(Cl)cc1)N1CCC(Cc2nc(-c3ccccc3)no2)CC1 | i
COc1ccc(Cl)cc1NC(=O)CCC1CCCN(C(=O)CCCN2CCCC2=O)C1 (stereo not given) | i
COc1cc2c(cc1-c1nccn1-c1ccc(NC(C)=O)cc1)OCCO2 | -11%
O=C(NCC1CCOCC1)Nc1ccccc1Cl | 0%
Cc1c(-c2ccccc2)c(=O)oc2c(CN3CCCC3)c(O)ccc12 | u
COc1cc(Cl)c(C)cc1NC(=O)Cn1c(C)c2cnn(-c3ccccc3)c(=O)c2c1C | 51%[activator]

More compounds
Molecule | Pf Dd2 inh
COc1ccc(-c2cc(N3CCN(C(=O)c4ccccc4Br)CC3)n[nH]2)cc1 | -13%
CCCn1c(CCC(=O)Nc2cccc(C)c2C)nc2cccnc21 | 46%[activator][5.79 µM]
CC(C)NC(=O)[C@@H]1C[C@@H](N)CN1C(=O)c1cccc2ccccc12 | -15%
CCCCC(=O)N1c2ccccc2C(C)(c2ccccc2)CC1(C)C (stereo not given) | -20%
COc1ccc(CCC(=O)N2CC[C@H](CO)[C@H](O)C2)cc1OC | 5%
Cc1ncccc1C(=O)N1CCC(N2C[C@H](O)C[C@H]2C(=O)NC2CCCCC2)CC1 | -5%
Cc1ccc(OCc2nc3ccccc3n2Cc2ccccc2Cl)cc1 | u
Cc1ccc(CN2CCc3nc(N4CCN(c5ccccc5F)CC4)ncc3C2)s1 | u
CC(=O)N1CCc2c(n(Cc3cccnc3)n(CCc3ccccc3)c2=O)C1 | 40%[44.1 µM]
O=C(NC1CCN(c2cc(-c3ccccc3)[nH]n2)C1)c1ccccc1Cl (stereo not given) | i
Cc1cnc(CCNC(=O)Nc2ccc3c(c2)OCCO3)n1C1CC1 | -16%
CSc1cccc(NC(=O)NC[C@H]2C[C@@H]3CCN2C[C@@H]3CN2CCC(Cc3ccccc3)CC2)c1 | u
C#CCSc1nc2sc3c(c2c(=O)n1-c1cccc(OC)c1)CCN(C(C)=O)C3 | i
Cc1cccc(OCC(=O)N2CCN(CCc3ccccn3)CC2)c1 | 71%[activator]
Cn1c([C@H]2CCN(Cc3ccc(Cl)cc3)C2)nc2ccccc21 | i
CC(C)c1noc([C@@H]2C[C@H]3C(=O)NCCCCCCN(C(=O)CC4CCCCC4)[C@H]3C2)n1 | i
CSc1cccc(NC(=O)Cn2ccn3nc(-c4ccccc4)c(CO)c3c2=O)c1 | 16%
CCC1CN(C(=O)N2CCC(C(=O)NCCc3ccc(OC)c(OC)c3)CC2)c2ccccc2O1 (stereo not given) | i
CCc1nnc2c(Nc3ccccc3Br)nc3ccccc3n12 | 5%
COc1ccc(CCNC(=O)c2noc(-c3ccc(F)cc3)n2)cc1OC | i
O=C(NC1CC(=O)N(c2cccc(F)c2)C1)c1ccc2c(c1)OCO2 (stereo not given) | 16%
CC(C)(C)CC(=O)N[C@H]1C[C@H]2C(=O)Nc3ccc(-c4ccsc4)cc3C(=O)N2C1 | u
COc1ccc(Cc2nc3ccc(C(=O)NCCc4ccc(OC)c(OC)c4)cc3o2)cc1 | u
Cc1nc2nc(NC(=O)C(C)C)[nH]n2c(=O)c1Cc1ccccc1 | -9%
Cc1noc(C)c1[S+](=O)([O-])N1CCn2c(nn(-c3ccc(F)cc3F)c2=O)C1 | 15%
CCc1[nH]nc(-c2nc(C3CC3)nn2-c2ccc(S(N)(=O)=O)cc2)c1C | -4%
Cc1cccc(NC(=O)CSc2nc(=O)n(Cc3ccco3)c3c2CCC3)c1C | 12%
CCc1noc(-c2cn(C3CCN(C(=O)c4ccc(OC)c(F)c4)CC3)nn2)n1 | i
Cc1c(C(=O)O)sc2ncnc(N3CCNC(C(=O)O)C3)c12 (stereo not given) | 13%
Cc1csc(CN(C)C(=O)CC(c2ccccc2)c2ccc3c(c2)OCO3)n1 (stereo not given) | -19%
CC(=O)N1C[C@@H]2C[C@H](C1)c1ccc(NC(=O)Nc3ccccc3)c(=O)n1C2 | -2%[44.1 µM]
CN(C)C[C@@H]1CN(C)C[C@H]1NS(=O)(=O)c1ccc(Br)cc1 | 1.8µM*
N#Cc1cccc(NC(=O)N[C@H]2[C@H](O)[C@@H](Oc3ccccc3)[C@@H]3OC[C@H]2O3)c1 | i
CC(=O)Nc1ccc(S(=O)(=O)NCCS(=O)(=O)N2CCN(c3ccccc3F)CC2)cc1 | 2%

From PubChem
